# Assay outcomes deposited in PubChem by Broad Institute.
# PAX8 reporter – lowers PAX8-driven luciferase in RMG-I cells; RMG-I TPO-luciferase reporter, SteadyGlo, 24 h; inhibition, % at 12.6 µM; actives 1.2% (n = 360,000); AID 652154;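 active = mean replicate inhibition at least 60% with every replicate also reaching 60%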;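 note: luciferase light reporting Pax8 driven TPO promoter activity; plate controls were median of neutral control wells for no effect and mitoxantrone controls for full effect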
# Casp6 inh – inhibitors of human caspase-6. purified caspase-6, Z-VEID-R110 cleavage fluorescence. inhibition, % at 12.5 µM. actives 0.53% (n = 350,000). AID 686996;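 active = mean inhibition across replicates at least about 35%, with every replicate also reaching that limit, limit read from the data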;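 note: 0% = median of neutral control wells and 100% = no fluorescence left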
# Target sequence (P55212 24-179 limits assumed): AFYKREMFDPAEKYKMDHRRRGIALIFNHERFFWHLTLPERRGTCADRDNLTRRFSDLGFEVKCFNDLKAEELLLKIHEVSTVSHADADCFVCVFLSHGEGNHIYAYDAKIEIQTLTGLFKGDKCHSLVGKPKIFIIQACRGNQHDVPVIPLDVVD
# Target sequence (P55212 194-293 limits assumed): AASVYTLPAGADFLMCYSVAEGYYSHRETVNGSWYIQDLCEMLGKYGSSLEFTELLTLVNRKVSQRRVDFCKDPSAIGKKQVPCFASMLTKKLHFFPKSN
# FN deposition inh – fibronectin deposition inhibition; actives 0.086% (n = 350,000); AH1F fibroblasts, Alexa488-fibronectin deposition fluorescence, overnight; inhibition, % at 12.6 µM;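 active = mean inhibition across replicates of 30% or more, regardless of how many single replicates reach that level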;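 note: positive control wells lacked labelled fibronectin entirely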
#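 material = AH1F fibroblast monolayer depositing Alexa488-labelled fibronectin into matrix | amount = 10000 AH1F cells/well | buffer or medium = DMEM plus 2% serum, read in PBS | incubation = 1 h cell adhesion before compound, then overnight fibronectin incubation | detection = fluorescence at 485 nm excitation, 525 nm emission | evaluation = percent inhibition as loss of matrix-bound fibronectin fluorescence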
# LGR2 inh – Drosophila LGR2 receptor signaling inhibition; HEK293 LGR2, CRE-luciferase, bursicon-stimulated, 4 h; inhibition, % at 9.99 µM; actives 0.35% (n = 380,000); AID 720647;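 active = drop in luminescence signal, shown as inhibition above about 50% in the replicate tests, limit read from the data, passing the limit was not always enough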;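 note: agonist challenge used bursicon conditioned medium at about half maximal strength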
# Cneo AK release – Cryptococcus neoformans lysis via adenylate kinase release. C. neoformans lysis, adenylate kinase release luminescence, 4 h; normalised: neutral wells 0, clomiphene wells 100. lysis activity, % at 15 µM. actives 0.2% (n = 360,000). AID 651654;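 active = mean lysis activity across replicates of at least 80%, whatever share of replicates individually reach that level; inactive = mean lysis activity below 80%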
#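 Material: C. neoformans cells | Amount: Yeast cell density of 5 × 10^6 cells/mL | Medium: Fresh YPD growth medium | Dosing: Single dose | Times: Static 4 h at 37 °C with compound, 1 h detection | Detection: AK luminescence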
# EWS-Fli block – blocks EWS/Fli oncoprotein-driven transcription | A673 NR0B1-luciferase reporter, viability-normalised | inhibition, % at 12.6 µM | actives 0.67% (n = 350,000) | AID 651661;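 active = mean inhibition of at least 50% after viability correction, with every replicate also passing that limit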;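 note: firefly luciferase signal divided by Alamar Blue viability fluorescence both relative to DMSO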
# PGC1a acetyl inh – PGC1a acetylation modulation, inhibitor mode. actives 0.17% (n = 350,000). AID 651687. U2OS PGC1a acetylation, AlphaScreen anti-acetyl-lysine; with virally co-expressed GCN5 acetyltransferase. inhibition, % at 15.6 µM;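 active = every replicate shows inhibition of at least 40%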;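 note: 0% = neutral control wells and 100% = positive control wells; some results beyond the cut were filed as inactive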
# miR122 inh – miR-122 inhibition in Huh7 cells. Huh7 miR-122 Renilla luciferase sensor, 48 h; neutral wells = 0, positive control = 100. activation (reporter increase), % at 12.5 µM. actives 0.3% (n = 340,000);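 active = mean replicate activation score at least 90 and every replicate individually at or above 90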;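 note: higher luciferase means less miR-122 activity so hits act as miR-122 inhibitors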
# Numbers without * were called inactive; / = not tested or not shown; [ ] = remark or other dose.
SMILES,PAX8 reporter,Casp6 inh,FN deposition inh,LGR2 inh,Cneo AK release,EWS-Fli block,PGC1a acetyl inh,miR122 inh
CCN1[C@@H]2c3ccc(C4=CCCCC4)c(=O)n3C[C@H]1[C@H](CO)[C@H]2C(=O)N1CCCCC1,-2,4,/,-15,-1,-3,/,6[16.7 µM]
C[C@@H]1CN([C@H](C)CO)C(=O)c2cc(NS(=O)(=O)c3ccc(F)cc3)ccc2O[C@@H]1CN(C)C(=O)Nc1ccc(C(F)(F)F)cc1,-3,-3,/,-1,-3,-3,-8,-10[16.7 µM]
COc1ccc(C(=O)NCC(=O)OCCOc2ccc(Cl)cc2)cc1OC,-4,0,-1,5,0,-1,16,-6
O=C(O)c1ccccc1C(=O)NC1Cc2ccccc2C1,18,2,-3,/,/,4,1,/
CN(Cc1ccccc1)Cc1nc2scc(-c3ccccc3)c2c(=O)[nH]1,-24,1,/,-16,1,-2,-10,3
Cc1ccc(-n2nc3c([n+]2[O-])CCc2c-3no[n+]2[O-])cc1,48,/,6,/,-1,/,12,-9
Cc1cc(NC(=O)CSc2nc3c(c(=O)n2-c2ccccc2)SC(C)C3)no1 (centres undefined),1,0,5,/,-1,4,-5,-3
O=C(CCCNS(=O)(=O)c1cccc2nsnc12)NCCN1CCN(c2ccccc2F)CC1,9,-2,0,-5,/,1,/,/
O=C(C[C@@H]1CC[C@H](NC(=O)Nc2ccccc2F)[C@@H](CO)O1)NCc1ccc(Cl)cc1,-20,-4,-4,-2,-2,3,-6,/
Cc1cc2nc(-c3ccccc3)c(Cc3cccc(Cl)c3)n2c(C)c1Br,-9,-1,-9,-5,/,-37,/,/
O=C(C[C@@H]1C=C[C@@H](NC(=O)C2CCOCC2)[C@H](CO)O1)Nc1ccccc1,/,0,/,-2,/,-10,-14,/
CSc1nc2cc(S(=O)(=O)N3CCCCC3)ccc2s1,2,/,-3,10,0,-4,/,/
Cc1nnsc1-c1c(C(=O)Oc2ccccc2)c(C)nn1-c1ccccc1,22,-2,1,14,1,4,-3,0
C[C@H]1CN([C@@H](C)CO)C(=O)c2cccc(NS(=O)(=O)c3cccs3)c2O[C@H]1CN(C)S(=O)(=O)c1cccs1,11,1,/,-24,-2,-3,-12,15[16.7 µM]
C[C@@H]1CN([C@@H](C)CO)C(=O)c2cccc(NC(=O)c3nc4ccccc4s3)c2O[C@@H]1CN(C)Cc1ccc(Oc2ccccc2)cc1,-34,-1,/,7,6,-2,18,-25[16.7 µM]
COc1ccc(N2C(=O)CC(Nc3ccc(C(=O)O)cc3)C2=O)cc1OC (centres undefined),13,1,1,9,/,2,/,-7
O=C(C[C@H]1CC[C@@H](NC(=O)C2CCOCC2)[C@@H](CO)O1)Nc1ccc(-c2ccccc2)cc1,12,0,/,9,1,-7,-1,/
C[C@@H]1CN([C@H](C)CO)C(=O)Cc2cc(NC(=O)Cc3ccccc3)ccc2O[C@H]1CN(C)Cc1ccc(C(=O)Nc2ccccc2N)cc1,19,1,/,3,/,-1,-8,/
Cc1cccc(S(=O)(=O)N2CCCCN3[C@H](CO)[C@H](c4ccc(C#C[C@@H](C)O)cc4)[C@H]3C2)c1,-27,3,/,2,7,11,-4,-2[16.7 µM]
O=C(N[C@H]1CC[C@H](CCn2cc(C3(O)CCCC3)nn2)O[C@H]1CO)C1CC1,13,-4,/,3,1,8,-8,/
CC1=Nc2ccc(C)cc2/C1=C/c1c(N)n2nc(CC(=O)N3CCOCC3)sc2nc1=O,-1,4,-4,15,1,-1,-5,-5
CCN(CC)S(=O)(=O)c1ccc(NC(=O)CN(c2cccc(F)c2)S(C)(=O)=O)cc1,20,/,-3,/,-13,/,-3,11
O=C1CN(S(=O)(=O)c2ccccc2)C[C@H]2[C@H](c3ccc(Br)cc3)[C@@H](CO)N12,30,-1,/,-14,/,1,-4,/
CCOC(=O)CSc1nc2ccccc2c(=O)n1Cc1ccco1,/,1,/,4,-1,7,/,-2
O=S(=O)(NCC(c1ccco1)N1CCc2ccccc2C1)c1ccc(F)cc1 (centres undefined),-6,0,-15,4,0,3,/,/
Cc1ccc(Nc2cc(-c3ccccc3)nc3ncnn23)cc1,-4,1,-4,/,/,13,2,-7
Cc1ccc2nc(Cl)c3cc(C(=O)NCCCN4CCCC4)sc3c2c1,-9,-68,3,12,1,8,-22,1
OC(COc1cccc2ccccc12)CN1CCOCC1 (centres undefined),17,-3,/,-6,1,3,7,-1
COc1ccc(OCC(=O)NC2CCCCCCC2)cc1,-34,2,7,-12,0,-19,-1,2
O=C(CN1C(=O)NC2(CCCCC2)C1=O)Nc1ccc2c(c1)CCC2,-1,-2,/,-2,/,-3,/,/
C[C@@H](NC(=O)c1nc[nH]c1C(=O)N[C@@H](Cc1ccccc1)C(=O)OC(C)(C)C)c1ccccc1,95*,-3,-4,16,12,0,/,8
O=C(NCCC1CC1(Cl)Cl)Nc1ccccc1 (centres undefined),-13,1,2,-24,-4,-23,-4,1
C[C@@H]1CN([C@H](C)CO)C(=O)c2cccc(NS(=O)(=O)c3cn(C)cn3)c2O[C@H]1CN(C)S(=O)(=O)c1cccs1,-4,1,-15,-3,0,-7,6,2[16.7 µM]
O=C(NCCc1ccco1)C(=O)NCC1OCCCN1S(=O)(=O)c1ccccc1 (centres undefined),/,3,1,0,1,/,0,-2
CCOC(=O)C1CCCN(S(=O)(=O)CCNC(=O)c2ccccc2)C1 (centres undefined),-6,0,-5,-5,/,-5,/,-6
O=C(NCCCN1CCCC1=O)c1cccc(C(F)(F)F)c1,/,/,2,13,/,/,3,-4

# Next section, overlapping the part above by three compounds.
SMILES,PAX8 reporter,Casp6 inh,FN deposition inh,LGR2 inh,Cneo AK release,EWS-Fli block,PGC1a acetyl inh,miR122 inh
O=C(NCCc1ccco1)C(=O)NCC1OCCCN1S(=O)(=O)c1ccccc1 (centres undefined),/,3,1,0,1,/,0,-2
CCOC(=O)C1CCCN(S(=O)(=O)CCNC(=O)c2ccccc2)C1 (centres undefined),-6,0,-5,-5,/,-5,/,-6
O=C(NCCCN1CCCC1=O)c1cccc(C(F)(F)F)c1,/,/,2,13,/,/,3,-4
CN(C)C(=O)c1cccc(-c2ccccc2[C@H]2[C@@H](C#N)N(C(=O)C3CCC3)[C@@H]2CO)c1,/,0,-8,-3,/,-2,5,/
O=C1O[C@@H](c2ccccc2)[C@@H](c2ccccc2)N2[C@@H](c3ccc(OCCO)cc3)[C@]3(C(=O)Nc4ccc(C#CC5=CCCCC5)cc43)[C@@H](C(=O)NC[C@H](O)c3ccccc3)[C@H]12,/,-1,/,/,-5,1,-1,/
C#C[C@]1(O)CCC2C3CCC4=Cc5oncc5CC4(C)C3CCC21C (some centres undefined),29,5,3,/,-2,7,-3,-5
CN(C)CCN(Cc1cccs1)S(=O)(=O)c1csc(C(N)=O)c1,1,25,5,-4,/,/,-6,-2
COC(=O)c1c(C)nc(C)c(C(=O)OC)c1-c1ccc(OC)cc1,10,-6,6,-2,/,0,/,/
CC(=O)c1ccc(N2CCN(C(=O)Nc3ccc(F)cc3F)CC2)cc1,2,-1,-10,-13,/,-3,-9,/
CCOC(=O)c1oc2ccccc2c1COC(=O)C(C)NC(=O)c1ccco1 (centres undefined),-20,3,-5,2,1,2,0,-7
Cc1c(C(=O)NC2CCCCC2)sc2ncnc(N3CCN(c4ccccc4)CC3)c12,-6,0,15,4,3,/,-3,0
Cc1ccc(C)c(Nc2ncnc3nc[nH]c23)c1,0,2,4,10,3,-13,4,-1
COc1ccc(CN(C)C[C@@H]2Oc3c(NC(=O)C4CCCCC4)cccc3C(=O)N([C@@H](C)CO)C[C@@H]2C)cc1,-2,-5,/,-3,/,-7,-3,15[16.7 µM]
O=C(/C=C/Nc1ccc(F)c(F)c1)c1cccs1,44,-1,6,-28,-19,-71,-3,-2
CCn1nc(C)c(Br)c1-c1nc(CS(=O)(=O)c2ccsc2)no1,-12,4,7,-8,-2,-10,8,-3
O=C(NNC(=O)c1cc2ccccc2cc1O)Nc1ccc(Br)cc1,2,10,-2,-10,0,-11,/,/
CCCCCCCCN1C(=O)[C@H](CC(=O)N2CCSCC2)C[C@@]2(C(=O)OCC)CCCC=C12,-1,0,/,18,/,6,/,/
Cc1ccc(/C=N/NC(=O)CN2C(=O)CSc3ccccc32)o1,-9,2,0,-7,/,-2,/,/
CCOc1cc(/C=C2\SC(N3CCCCC3)=NC2=O)ccc1O,-44,2,11,-17,-1,-38,-6,-9
Cc1nnc(NS(=O)(=O)c2ccc(N=Nc3ccc(N)nc3N)cc2)s1,-7,68*,-7,-1,1,-3,-1,/
C[C@H](CO)N1C[C@H](C)[C@H](CN(C)Cc2ccccc2)OCCCC[C@H](C)Oc2ccc(NC(=O)NC3CCCCC3)cc2C1=O,-25,-3,/,4,-1,13,10,10[16.7 µM]
N/C(=N\OS(=O)(=O)c1ccc(Cl)cc1)c1ccncc1,/,-9,/,-16,0,5,-14,0
C[C@@H]1CN([C@H](C)CO)C(=O)c2c(c3ccccc3n2C)-c2ccccc2CO[C@@H]1CN(C)C(=O)[C@@H](Cc1ccccc1)N(C)C,24,3,7,-7,0,13,-6,/
COc1ccc(S(=O)(=O)Nc2ccc3c(c2)C(=O)N([C@@H](C)CO)C[C@H](C)[C@H](CN(C)C(=O)CCC(F)(F)F)OCCCC[C@@H](C)O3)cc1,10,0,/,8,2,0,-10,4[16.7 µM]
O=S(=O)(Nc1cccc2cccnc12)c1ccccc1,105*,14,11,3,0,70*,/,7
Cc1ccc([N+](=O)[O-])c2c1C(N1CCCCC1)C(C)(C)O2 (centres undefined),6,-2,14,13,/,3,/,/
CCc1nc(SCC(=O)NCc2ccco2)c2c(=O)n(C)c(=O)n(C)c2n1,1,1,0,3,0,5,-1,-5
Cc1cc(=O)c2ccccc2n1Cc1ccccc1,-6,-2,-8,/,/,23,/,/
Cc1noc(C)c1COc1ccccc1C(=O)NC(C)c1ccc(F)cc1 (centres undefined),5,3,3,1,2,2,-13,0
COc1cnc(SCc2ccc(Cl)cc2Cl)nc1Cl,/,/,-11,-10,-1,/,6,-9
O=C1C2C3C=CC(c4ccccc4)(C2C(=O)N1c1cccc(Cl)c1)C1C(=O)N(c2cccc(Cl)c2)C(=O)C31 (centres undefined),3,/,0,9,0,/,-23,-6
NC(=O)CCSC(=S)N1CCOCC1,14,-3,12,-17,-1,-3,6,-1
CN(C)C(=O)C[C@@H]1C[C@H]2c3cc(NS(C)(=O)=O)ccc3O[C@H]2[C@H](CO)O1,-12,0,-3,-27,-1,1,0,3[16.7 µM]
CCCN(C)C[C@H]1Oc2cc(-c3ccncc3)ccc2S(=O)(=O)N([C@H](C)CO)C[C@H]1C,/,0,-11,23,3,6,-9,6[16.7 µM]
COc1ccc(NC(=O)Nc2ccc3c(c2)C(=O)N([C@H](C)CO)C[C@@H](C)[C@@H](CN(C)C(=O)Nc2ccc(F)cc2)O3)cc1,-13,-3,/,12,/,2,-11,12[16.7 µM]
O=C(c1cccc(F)c1)N1CCCCN2[C@H](CO)[C@@H](c3ccc(-c4cncnc4)cc3)[C@H]2C1,-27,-1,/,-3,56,-9,13,10[16.7 µM]
Cc1ccc(-c2[nH]n3c(=O)c4c(nc3c2C)CCCC4)cc1,/,1,-8,-15,0,/,/,6
COC(=O)C[C@H]1CC[C@H]2[C@@H](COc3ccc(NC(=O)NC(C)C)cc3C(=O)N2C)O1,2,-1,-10,20,1,0,1,-25[16.7 µM]
